mouse IAP activators: activators of mouse IAP, confirmation, biochemical, luminescence, single concentration (AID 434970) | activity change, negative = activation, % at 10 µM | intestinal alkaline phosphatase [Mus musculus] | actives 2.9% (n = 11,000) | purified mouse IAP, CDP-Star luminescence, 30 min; active compounds read low; in the data active = activity change below about -85%;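 note: percent relative to enzyme plus DMSO wells and wells without enzyme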
mouse IAP activators Fold change: recorded beside mouse IAP activators, whose call it bears; activation factor; measured here: IAP activation factor; active compounds read high;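 fold luminescence change scaled to plate control wells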
* = called active by the depositor. These rows are one share of the data (hit frequency here may not be typical).

SMILES	mouse IAP activators	mouse IAP activators Fold change
O=C(c1ccc(Cn2c(=O)[nH]c3ccccc3c2=O)cc1)N1CCN(c2ccc(Cl)cc2)CC1	2	0.98
CC(=O)Nc1ccc(OC(=O)c2cccnc2)cc1	-7	1.1
COCCn1c(SCC(=O)Nc2ccc(Cl)c(S(=O)(=O)N(C)C)c2)nc2ccccc21	36	0.64
COc1ccc(NC(=O)N2CCCC2C(=O)NCc2ccc(F)cc2)cc1 (stereo not given)	4	0.96
Cc1cc(C)cc(NC(=S)NCCN(C2CCCCC2)C2CCCC2)c1	-28	1.3
COc1cc(=O)oc(CCC(C)O)c1C (stereo not given)	2	0.98
Cc1cc(OCC(=O)Nc2cccc(S(=O)(=O)N3CCCCC3)c2)ccc1Cl	-81	1.8
CCOC(=O)CSc1nnc(CSc2nc3sc4c(c3c(=O)[nH]2)CCCC4)n1-c1ccccc1	11	0.89
Cn1c(Cc2cccs2)n[nH]c1=S	-8	1.1
CCOc1ccccc1NC(=O)N1CCCC1C(=O)Nc1ccc(NC(C)=O)cc1 (stereo not given)	-4	1
CC(NC(=O)Cn1c(=O)[nH]c2ccsc2c1=O)C12CC3CC(CC(C3)C1)C2 (stereo not given)	1	0.99
CCn1cnc2cc(NC(=O)c3ccco3)ccc21	-7	1.1
CC(=O)N(CCC(Cc1ccccc1)c1ccc2c(c1)OCO2)Cc1ccc(Cl)cc1 (stereo not given)	8	0.92
CN(CCCn1c(=S)[nH]c2ncccc2c1=O)Cc1ccccc1	-3	1
COCc1nc2ccccc2n1Cc1ccccc1	4	0.96
Cc1cc(-c2csc(N)n2)c(C)n1CCc1ccccc1	31	0.69
CCOc1cc(/C=C2/N=C(C)C(C(=O)OC)=C2O)ccc1O	37	0.63
COCCN1C(=O)c2oc3c(C)cc(C)cc3c(=O)c2C1c1cccc(O)c1 (stereo not given)	-9	1.1
COC(=O)C1(C)NC(c2cccs2)C2C(=O)N(c3ccc(F)cc3)C(=O)C21 (stereo not given)	-7	1.1
CCn1cnc2cc(NCc3nc4ccccc4n3Cc3ccccc3)ccc21	12	0.88
Cc1cc2c(ncn2C)c(NS(=O)(=O)c2cc(Cl)ccc2Cl)c1C	5	0.95
c1ccc(-n2ncc3c(N4CCN(CCOc5cccc6ccccc56)CC4)ncnc32)cc1	-5	1.1
CCOC(=O)c1sc(NC(=S)NC(=O)c2ccccc2Cl)c(C(=O)OCC)c1C	5	0.95
CCOC(=O)N1CCC(NC(=O)c2ccc(NC(=O)C3CCCO3)cc2)CC1 (stereo not given)	7	0.93
Oc1ccc(-c2csc(Nc3ccccn3)n2)cc1O	77	0.23
S=C(NCCc1ccccc1)NCc1ccccc1Cl	-18	1.2
COc1ccc(/C=N/NC(=O)c2cccc([N+](=O)[O-])c2)cc1OC(=O)c1ccccc1	9	0.91
Cc1ccc(Nc2c3c(nc4ncnn24)CC(C)CC3)cc1 (stereo not given)	-2	1
CCOC(=O)N1CCN(C(=O)c2ccc3c(=O)n(CCC4=CCCCC4)c(=O)[nH]c3c2)CC1	6	0.94
c1csc(CNc2nc3ccccc3n2CCN2CCOCC2)c1	4	0.96
N#CC1=C(N)SC(N)=C(C#N)C1c1ccoc1	76	0.24
CCN(CC)C(=O)c1ccc(C)c(Br)c1	2	0.98
O=C(CCS(=O)(=O)c1cccc2nsnc12)NC1CCCCC1	14	0.86
N=c1oc2c3c4c(cc2cc1C(=O)Nc1ccccc1)CCCN4CCC3	11	0.89
CC(=C\c1ccco1)/C=C1/SC(=S)N(CC(=O)O)C1=O	50	0.5
COc1ccc(CNC(=O)CSc2nc3nc(C)cc(C)n3n2)cc1	2	0.98
COc1ccc(NC(=O)N2CCC(C(=O)c3ccc(F)cc3)CC2)cc1	9	0.91
CCOC(=O)C1=CN(Cc2ccc(Br)cc2)S(=O)(=O)N(C)C1C (stereo not given)	9	0.91
Cc1ccc(NC(=O)CS(=O)CC(=O)N(c2ccc(C)cc2)C(C)C(=O)NC2CCCCC2)cc1 (stereo not given)	-8	1.1
CC(C)[C@@H](N)C(=O)NC[C@H]1O[C@@H](n2cnc3c(N)ncnc32)[C@H](O)[C@@H]1O	-6	1.1
CCC(C)NC(=O)Nc1ccc2c(c1)N(C)C(=O)c1ccccc1S2 (stereo not given)	-100*	2*
CC(=O)NC(c1cccc([N+](=O)[O-])c1)c1c(OC(C)=O)ccc2ccccc12 (stereo not given)	-4	1
CC(=O)OCCn1c(Br)nc2c1c(=O)[nH]c(=O)n2C	-17	1.2
CN(C)S(=O)(=O)c1cccc(NC(=S)NCc2ccc3c(c2)OCO3)c1	-68	1.7
Cc1ccc2nc(NC(=O)CSCC(=O)OCC(=O)c3ccc(Br)cc3)sc2c1	12	0.88

Given bar-delimited: 3 of the compounds above
mol | mouse IAP activators | mouse IAP activators Fold change
CCn1cnc2cc(NCc3nc4ccccc4n3Cc3ccccc3)ccc21 | 12 | 0.88
CC(=C\c1ccco1)/C=C1/SC(=S)N(CC(=O)O)C1=O | 50 | 0.5
COC(=O)C1(C)NC(c2cccs2)C2C(=O)N(c3ccc(F)cc3)C(=O)C21 (stereo not given) | -7 | 1.1

Later entries:
SMILES	mouse IAP activators	mouse IAP activators Fold change
CC(C)CNS(=O)(=O)c1ccc(CCC(=O)N2CCOCC2)cc1	2	0.98
COC(=O)CC[C@@H](C(=O)O)N1C(=O)c2ccccc2C1=O	0	1
CC(=O)Nc1ccc(NC(=O)COC(=O)Cc2cccs2)cc1	8	0.92
N#C/C(=C(/O)COC(=O)Cc1c[nH]c2ccccc12)c1nc2ccccc2[nH]1	17	0.83
Fc1ccc2nc(N3CCCCC3)sc2c1	-4	1
CC(C)NC(=O)NC(=O)COc1ncnc2sccc12	-2	1
O=C(NCCN1CCCCC1)/C(=N\O)c1ccccc1	4	0.96
O=C(O)CSCc1nc2ccccc2s1	0	1
Cc1ccc(C(=O)OCC(=O)N2CC(=O)Nc3ccccc32)s1	-11	1.1
COC(=O)c1ccc2c(=O)n(C3CCCCC3)c(SCC#N)nc2c1	5	0.95
CCc1nnc(NC(=O)CSc2nnc(-c3ccncc3)n2C)s1	2	0.98
CC[C@]12c3[nH]c4cc(CCC(=O)N(C)C)ccc4c3CCN1C(=O)[C@@H](CC(=O)NCCCN(C)C)C[C@@H]2C(=O)N1CCN(C(=O)c2ccco2)CC1	-2	1
COC(=O)c1ccc(CSC2=NC[C@@H]3[C@@H]4C(=O)N(Cc5ccccc5)C(=O)[C@@H]4[C@](C)(C(=O)OC)N23)cc1	1	0.99
CCCc1cc(C(=O)OC)c(NC(=O)c2cc(C)on2)s1	12	0.88
CCn1c(SCc2ccccc2)nnc1C1CCN(S(=O)(=O)c2ccc(OC)cc2)CC1	1	0.99
CC(=O)c1ccc(NC2CC(O)C(O)CO2)cc1 (stereo not given)	7	0.93
Cn1nnc2cc(C(=O)N3CCN(c4ccccc4)CC3)ccc21	7	0.93
COC(=O)c1ccc2c(c1)S(=O)(=O)NC(=NCCCN1CCOCC1)S2	-3	1
O=C(NCCc1nc2ccccc2[nH]1)c1ccco1	4	0.96
Cc1ccc(-n2c(SCC(N)=O)nnc2-c2cccnc2)c(C)c1	-89	1.9
CCOc1ccc(-c2nnc(-c3ccncc3)o2)cc1	6	0.94
O=c1c(C(c2c(O)nc3n(c2=O)CCS3)c2cccc3ccccc23)c(O)nc2n1CCS2	8	0.92
Fc1ccc(C(c2nnnn2Cc2cccs2)N2CCN(C3CCCC3)CC2)cc1 (stereo not given)	7	0.93
OC1CNCc2cc3c(cc21)OCCO3 (stereo not given)	4	0.96
O=C(Nc1ccc(OC(F)F)cc1)Nc1cccc(C(F)(F)F)c1	-99*	2*
Cc1ccnc(NS(=O)(=O)c2ccc(NC(=O)c3cc(-c4ccccc4)nc4ccccc34)cc2)n1	-5	1
O=C(c1cccc(F)c1)N1CCN(C(=O)C2CC2)CC1	1	0.99
OC[C@@H]1[C@@H](c2ccccc2)C(c2ccc(F)cc2)=NN1c1ccccc1	-64	1.6
C=CCSC1=N/C(=C\C=C\c2ccco2)C(=O)S1	65	0.35
O=C(Nc1cccc(Cl)c1)NC1(C(=O)NCc2cccs2)CCCCC1	-62	1.6
CCn1c(=O)cc(SCC(=O)NCc2ccc(C)cc2)c2ccccc21	-1	1
Cn1c(SCC(=O)NCc2ccc3c(c2)OCO3)nc2scc(-c3cccs3)c2c1=O	-6	1.1
COc1cccc(NC(=O)Nc2ccc(C)c(Cl)c2)c1	-117*	2.2*
CCOC(=O)CN1C(=O)/C(=C2\SC(=S)N(NC(=O)c3cccnc3)C2=O)c2ccccc21	53	0.47
C=C(C)Cn1c(=O)c2c(nc3n2CCN3c2cccc(Cl)c2C)n(C)c1=O	8	0.92
O=C(CSc1nnc(-c2cccs2)n1-c1cccc(Cl)c1)c1cccc2c1OCCO2	10	0.9
COCC(=O)Nc1nc2ccccc2s1	6	0.94
Cc1cc(N2CCC(C(=O)NC3CCCCC3)CC2)nc(-c2ccccc2)n1	-24	1.2
COc1ccc(Nc2nc(N3CCCCC3)nc3ccccc23)c(OC)c1	6	0.94
COc1cccc(-c2cnc(OC(C)(C)C)nc2OC(C)(C)C)c1	-6	1.1
N=c1c2c(-c3ccccc3)c(-c3ccccc3)oc2ncn1CCCN1CCOCC1	1	0.99
CCOC(=O)C1C(C(=O)OC)=C(C(=O)OC)c2ccccc2N1S(=O)(=O)C(F)(F)F (stereo not given)	-7	1.1
CCN1CCN(CCNC(=O)CSCc2nc(-c3ccc(OC)c(OC)c3)oc2C)CC1	5	0.95
CCOC(=O)C1Oc2ccccc2C(c2cccc3ccccc23)=C1C(=O)OC (stereo not given)	12	0.88
CCOC(=O)c1cc2c(=O)n3ccccc3nc2n(CCCOC)c1=NC(=O)c1cccnc1	2	0.98
CCOC(=O)c1c(C)[nH]c2ccc(O)cc12	-3	1
COc1ccc(-n2ncc3c(=O)n(CC(=O)N4c5ccccc5CC4C)cnc32)cc1 (stereo not given)	0	1
Cc1cccc(Cn2c(C(C)O)nc3ccccc32)c1 (stereo not given)	-11	1.1
CCc1ccc(NC(=O)c2noc3c2CCc2ccccc2-3)cc1	2	0.98
CC1(C)CC(O)CC(C)(C)N1CC(O)COCCOc1ccc(Br)cc1 (stereo not given)	1	0.99
Cc1c(Br)c([N+](=O)[O-])nn1CC(=O)Nc1sc2c(c1C(=O)OC(C)C)CCCC2	0	1
OC(CNCC1CCCO1)Cn1c2ccc(Cl)cc2c2cc(Cl)ccc21 (stereo not given)	3	0.97
O=C(Cc1ccccc1Cl)Nc1cccc(S(=O)(=O)N2CCCCCC2)c1	-61	1.6
CC[C@]12c3[nH]c4ccc(OC)cc4c3CCN1C(=O)C(CC(=O)NC/C=C(\C)CCC=C(C)C)C[C@@H]2C(=O)N1CCN(C(=O)C2CC2)CC1 (stereo not given in full)	-11	1.1
COc1ccccc1-n1c(-c2cc(-c3ccco3)[nH]n2)n[nH]c1=S	69	0.31
Cc1ccc(-c2cn3c(n2)CCCC3)cc1	-4	1
COc1ccc(OC)c(-n2c(=S)[nH]c3cc(C(=O)N4CCC(C(N)=O)CC4)ccc3c2=O)c1	1	0.99
CC(C)CCNc1nc(N2CCCC2)c2c(c1C#N)CCN(C)C2	6	0.94
C=C(C)Cn1c(Sc2nnc(C)s2)nc2c1c(=O)[nH]c(=O)n2C	-3	1
Nc1ncnc2c1ncn2[C@@H]1O[C@H](CNS(=O)(=O)c2cc3ccccc3s2)[C@@H](O)[C@H]1O	-4	1

Exported bar-delimited: part of the list above
smiles | mouse IAP activators | mouse IAP activators Fold change
CC1(C)CC(O)CC(C)(C)N1CC(O)COCCOc1ccc(Br)cc1 (stereo not given) | 1 | 0.99
Cc1c(Br)c([N+](=O)[O-])nn1CC(=O)Nc1sc2c(c1C(=O)OC(C)C)CCCC2 | 0 | 1
OC(CNCC1CCCO1)Cn1c2ccc(Cl)cc2c2cc(Cl)ccc21 (stereo not given) | 3 | 0.97
O=C(Cc1ccccc1Cl)Nc1cccc(S(=O)(=O)N2CCCCCC2)c1 | -61 | 1.6
CC[C@]12c3[nH]c4ccc(OC)cc4c3CCN1C(=O)C(CC(=O)NC/C=C(\C)CCC=C(C)C)C[C@@H]2C(=O)N1CCN(C(=O)C2CC2)CC1 (stereo not given in full) | -11 | 1.1
COc1ccccc1-n1c(-c2cc(-c3ccco3)[nH]n2)n[nH]c1=S | 69 | 0.31
Cc1ccc(-c2cn3c(n2)CCCC3)cc1 | -4 | 1

Further entries follow.
SMILES	mouse IAP activators	mouse IAP activators Fold change
COCCCNC(=O)CC1C[C@H](C(=O)N2CCOCC2)[C@@]2(C)c3[nH]c4ccc(OC)cc4c3CCN2C1=O (stereo not given in full)	3	0.97
COc1ccc2[nH]c3c(c2c1)CCN1C(=O)C(CC(=O)NCCN2CCOCC2)C[C@H](C(=O)N2CCOCC2)[C@@]31C (stereo not given in full)	4	0.96
CN1c2ccsc2C(O)=C(C(=S)Nc2ccccc2)S1(=O)=O	17	0.83
CC1(Cc2ccc3c(c2)OCO3)NC(=O)NC1=O (stereo not given)	9	0.91
O=C1CN(C(=O)c2ccccn2)c2ccccc2N1	3	0.97
COc1ccc(CCNC(=O)CN(c2ccc(OC)c(OC)c2)S(C)(=O)=O)cc1OC	4	0.96
CC[C@]12c3[nH]c4ccc(Cl)cc4c3CCN1C(=O)[C@@H](CC(=O)NCCN1CCOCC1)C[C@@H]2C(=O)N1CCN(C(=O)c2ccco2)CC1	4	0.96
O=C(NCC(=O)N(c1ccccc1)C(C(=O)NC1CCCCC1)c1ccncc1)c1ccco1 (stereo not given)	-1	1
S=c1[nH]cc(-c2ccccc2)n1-c1ccccc1	13	0.87
CC(C)(C)OC(=O)NCCCCCc1nnc(SCC(N)=O)o1	-6	1.1
CC(C)=CCC/C(C)=C/CNC(=O)C[C@H]1C[C@H](C(=O)N(C(C)C)C(C)C)[C@@]2(C)c3[nH]c4cc(-c5ccco5)ccc4c3CCN2C1=O	-39	1.4
Nc1ncnc2c1ncn2[C@@H]1O[C@H](CNCc2ccccc2OC2OC(CO)C(O)C(O)C2O)[C@@H](O)[C@H]1O (stereo not given in full)	-2	1

Screening results as filed in PubChem BioAssay.
